# Growth percent in the NCI-60 one-dose screen (48 h, 10 µM unless noted): 100 = growth as untreated, 0 = no growth, -100 = all killed.
# HCT-116: HCT-116 colon cancer; 82,000 compounds, 7.3% hits; AID 1794798
# NCI-H226: NCI-H226 lung cancer. 79,000 compounds, 3.5% hits. AID 1794732
# NCI-H460: NCI-H460 lung cancer; AID 1794736; 82,000 compounds, 6.8% hits
# NCI-H322M: NCI-H322M lung cancer. 80,000 compounds, 2.7% hits. AID 1794733
# NCI-H23: NCI-H23 lung cancer; 80,000 compounds, 4% hits; AID 1794731
# HCT-15: HCT-15 colon cancer; AID 1794746; 82,000 compounds, 5.2% hits
# NCI/ADR-RES: NCI/ADR-RES ovarian cells; 81,000 compounds, 4.4% hits
# COLO 205: COLO 205 colon cancer; AID 1794742; 79,000 compounds, 7.3% hits
# NCI-H522: NCI-H522 lung cancer; AID 1794739; 78,000 compounds, 8% hits
# Starred values were filed as active, the others as inactive; . = no result given; & = joins results of further samples. Rule for the calls: active = growth percent below 10; inactive = the rest. Compounds were not picked by outcome, and some 12% of all compounds hit somewhere here.
# Sample of the layout (seven entries):
SMILES,HCT-116,NCI-H226,NCI-H460,NCI-H322M,NCI-H23,HCT-15,NCI/ADR-RES,COLO 205,NCI-H522
COc1cccc(/C=C2\Oc3cc(OCCN4CCC(Cc5ccccc5)CC4)ccc3C2=O)c1OC,43,60,70,97,56,38,69,58,73
COc1ccc(NS(=O)(=O)c2ccc(C)cc2)c([N+](=O)[O-])c1,106,91,106,94,97,107,96,112,88
COc1cc(-c2nn(C(=O)NCCN3CCN(C)CC3)cc2-c2ccncc2)ccc1Cl,77,27,93,106,91,89,82,51,75
Fc1ccc2nc(Cl)c(Cn3nnnc3SCc3ccccc3)cc2c1,92,78,101,98,90,66,91,107,86
CCCCn1cnc2c1C(=O)c1nc3n(c1C2=O)CCCC3,90,102,52,97,87,87,97,113,87
S=C1NCSCN1,103,104,101,101,100,92,104,114,101
O=C(/C=C/c1cn(Cc2ccc(Cl)cc2)c2ccccc12)c1ccc(Cl)cc1,96,90,78,87,99,77,99,112,83

# The list itself, from the first entry:
SMILES,HCT-116,NCI-H226,NCI-H460,NCI-H322M,NCI-H23,HCT-15,NCI/ADR-RES,COLO 205,NCI-H522
COc1cccc(/C=C2\Oc3cc(OCCN4CCC(Cc5ccccc5)CC4)ccc3C2=O)c1OC,43,60,70,97,56,38,69,58,73
COc1ccc(NS(=O)(=O)c2ccc(C)cc2)c([N+](=O)[O-])c1,106,91,106,94,97,107,96,112,88
COc1cc(-c2nn(C(=O)NCCN3CCN(C)CC3)cc2-c2ccncc2)ccc1Cl,77,27,93,106,91,89,82,51,75
Fc1ccc2nc(Cl)c(Cn3nnnc3SCc3ccccc3)cc2c1,92,78,101,98,90,66,91,107,86
CCCCn1cnc2c1C(=O)c1nc3n(c1C2=O)CCCC3,90,102,52,97,87,87,97,113,87
S=C1NCSCN1,103,104,101,101,100,92,104,114,101
O=C(/C=C/c1cn(Cc2ccc(Cl)cc2)c2ccccc12)c1ccc(Cl)cc1,96,90,78,87,99,77,99,112,83
CC1=C(CCCOC(=O)NCCCl)C2=C(C)C3(CC3)[C@@](C)(O)C(=O)C2=C1,28,70,3.6*,41,-0.5*,25,29,3.8*,27
CCOc1ccc(N=C(C)Nc2ccc(OCC)cc2)cc1,104,110,102,124,102,92,101,102,128
[2H]C1([2H])CCN(C(=O)C2CC2)c2cc(NS(=O)(=O)c3ccc(-c4cccc(C(N)=O)c4)cc3)ccc21,81,61,17,65,44,91,95,38,14
COC1OC(C)(C(OC)OC)CCC1C (stereo unspecified),106,90,108,114,111,106,106,108,96
CCOC(=O)C(C(=O)OCC)C(=O)OCC,97,101,102,109,101,98,102,105,.
COc1cnc2c(c1)C(=O)c1c-2n(CCCN2CCNCC2)c(=O)c2cc(Cl)ccc12,-100*,19,-81*,54,-63*,-89*,48,23,17
CCNC(=O)CCCCC(=O)c1c(C)[nH]c(/C=C2\N=C(c3ccc[nH]3)C=C2OC)c1C,-100*,66,-65*,38,35,-40*,15,1.2*,-92*
O=C(Nc1cc(Cl)cc(Cl)c1)Oc1c(Cl)c(Cl)c(Cl)c(Cl)c1Cl,62,73,73,99,57,78,78,81,39
CCOC(=O)CC1CSC(c2cccc(OC)c2)=N1 (stereo unspecified),104,100,102,95,100,104,105,121,97
C=C(C)CC1CC(=O)OC1=O (stereo unspecified),91,97,105,102,101,104,112,104,75
CCC(=O)C1CCCC(C)C2CC(C)(C)C2/C=C/1C (stereo unspecified),100,100,105,96,104,100,108,102,.
O=C(Nc1ccccc1O)c1ccc(CNc2ccnc(C(F)(F)F)c2)cc1,42,69,39,56,39,68,18,112,34
CCOC(=O)C1=C(N)Oc2n[nH]c(C)c2C1c1cc(=O)oc2ccc(Cl)cc12 (stereo unspecified),99,104,102,108,101,90,106,135,87
O=C(COc1cccc2cccnc12)Nc1ccc(C(=O)/C=C/c2ccc(Cl)cc2)cc1,5.3*,95,102,99,89,70,79,108,85
Cc1ccc(-c2csc3nc(C)c(CCN4CCOCC4)c(=O)n23)cc1,99,80,104,88,93,105,95,107,94
N#CCC(=O)c1ccccc1C(=O)O,106,101,109,103,120,108,104,118,90
CC/C=C\C[C@H](F)C/C=C1/C(=O)C=C[C@@H]1C/C=C\CCCC(=O)O,-16*,104,51,94,63,29,9.2*,48,31
O=[N+]([O-])c1ccccc1/C=C/C=N/N=C/c1ccccc1O,97,125,91,101,89,102,97,117,85
SMILES,HCT-116,NCI-H226,NCI-H460,NCI-H322M,NCI-H23,HCT-15,NCI/ADR-RES,COLO 205,NCI-H522
O=C(/C(=C/c1ccc(O)cc1)c1ccccc1)c1ccccc1,88,104,101,80,96,99,95,.,78
CCOC(=O)c1cnc(=O)[nH]c1N,103,94,107,93,95,100,100,106,87
COc1ccc(/C=N/C2=C(C#N)C(c3ccccc3)c3c(ccc4ccccc34)O2)cc1 (stereo unspecified),25,34,15,41,37,22,10,0.3*,2.3*
CCNC(=S)n1nc(-c2ccc(OC)cc2)nc1N,98,95,102,83,98,93,99,.,94
CCNc1nc(-c2ccc(F)cc2)c(C#N)c(=O)n1C,52,55,75,57,74,57,67,63,52
O=C1Nc2ccc(Br)cc2/C1=N/N=C/c1ccccc1F,80,88,80,101,94,76,90,109,86
O=Nc1ccc(NO)cc1,99&97,96&95,104&98,99&89,91&94,103&106,93&103,105&103,92&103
O=C(Nc1ccc([N+](=O)[O-])cc1)N1CCC2N(C(=O)Nc3ccc([N+](=O)[O-])cc3)CCC3N(C(=O)Nc4ccc([N+](=O)[O-])cc4)CCC1N23 (stereo unspecified),90,96,92,112,104,103,112,109,78
CC(C)=C[C@@H]1c2c(c3ccccc3n(C)c2=O)O[C@H]2c3c(c4ccccc4n(C)c3=O)OC(C)(C)[C@@H]12,82,101,75,112,100,65,75,95,53
CCOC(=O)C1OC1c1ccccc1 (stereo unspecified),99,100,103,101,99,103,106,102,104
CCCS(=O)(=O)c1nc(NC2CC2)cc(-c2ccc3c(ccn3C3CC(C)(C)NC(C)(C)C3)c2)n1,-78*,-63*,-74*,33,10,-71*,42,-49*,-64*
COC(=O)[C@]12CCC(C)(C)C[C@H]1C1=CC[C@@H]3[C@@]4(C)/C(=C/c5ccco5)C(=O)/C(=C\c5ccco5)C(C)(C)[C@@H]4CC[C@@]3(C)[C@]1(C)CC2,101,103,102,104,100,95,103,126,91
Nc1ccc(-c2nnc(-c3ccc(Cl)cc3Cl)o2)cc1,83,105,108,99,99,93,99,104,59
C=C(C)[C@@H]1CC[C@]2(C(N)=O)CC[C@]3(C)[C@H](CC[C@@H]4[C@@]5(C)C/C(=C/c6ccncc6)C(=O)C(C)(C)[C@@H]5CC[C@]43C)[C@@H]12,36,81,55,78,79,54,72,.,56
CCO/C=N/NC(=O)c1ccncc1,105,106,104,107,102,108,111,110,98
O=C(O)c1ccc(-n2cc(CNc3cccc(C(F)(F)F)c3)c(-c3ccc(F)cc3)n2)cc1,89,95,98,98,92,75,85,124,61
CC1=NN(c2nc(SCC(=O)Nc3nc4ccc(C)cc4s3)nc(-c3ccccc3)c2C#N)C(=O)C1,101,89,100,97,105,105,100,118,91
N#Cc1c(-c2ccc(Br)cc2)nc2c(N=Nc3ccc(S(N)(=O)=O)cc3)c(N)nn2c1N,25,66,37,75,64,94,97,26,39
COc1ccc(NC(C)=O)c([N+](=O)[O-])c1[N+](=O)[O-],103,118,111,102,105,96,112,110,.
CN(C)C(=S)N(C)C,99,108,119,140,99,102,102,123,83
CS(=O)(=O)OCCN(CCOS(C)(=O)=O)c1ccc(/C=N/Nc2ccc([N+](=O)[O-])cc2[N+](=O)[O-])cc1,84,81,37,94,74,100,73,90,92
C[N+](C)(C)/C=C/c1ccccc1,97,105,103,130,103,104,116,107,.
O=C(NCCc1ccccc1)C(Cl)Cl,112,103,121,124,118,109,117,107,105
Cc1cc(C)c2c(n1)sc1c(Nc3ccc(OCc4ccccc4)cc3)ncnc12,103,96,99,93,101,100,100,111,90
CN(C)C=C(S(C)(=O)=O)S(C)(=O)=O,100,109,110,102,110,102,.,117,104
SMILES,HCT-116,NCI-H226,NCI-H460,NCI-H322M,NCI-H23,HCT-15,NCI/ADR-RES,COLO 205,NCI-H522
O=Cc1ccc(-c2[nH]c(=S)[nH]c(=O)c2C(=O)Nc2ccc(O)cc2)cc1,104,98,112,103,104,100,107,123,102
COc1ccc(CC(C#N)Cc2ccc(OC)c(OC)c2)cc1OC,95,89,103,99,98,110,106,100,85
O=C1NC(=O)C(c2c[nH]c3ccccc23)=C1c1cccc2ccccc12,102,85,102,104,94,95,101,104,94
C=C1CCC2C3(C)COC(C)(C)OC3CCC2(C)C1C/C=C1\C=COC1=O (stereo unspecified),107,109,115,101,110,100,114,118,.
Cc1nc2ccccc2c(/C=C/c2ccccc2)c1C(=O)/C=C/c1ccccc1,-43*,65,-21*,44,29,1.8*,7.3*,16,16
COc1c(F)ccc(C(=O)Nc2ccc3nc(NC(=O)C4CCCN(S(=O)(=O)c5ccc(Br)cc5)C4)sc3c2)c1F (stereo unspecified),62,69,73,94,82,62,81,87,66
O=c1/c(=C/c2cccs2)sc2nc3ccccc3n12,103,91,107,94,.,38,101,105,93
O=C(O)/C(=C/c1cccc([N+](=O)[O-])c1)c1ccc(Cl)cc1,106,101,100,117,104,116,102,102,105
Oc1ccc(C2c3ccccc3Oc3ccccc32)c2cccnc12,20,4.5*,2.2*,24,30,30,7.5*,35,25
O=C(Nc1ccc2ccccc2c1)OC1CCS(=O)(=O)C1 (stereo unspecified),87,95,100,97,93,107,95,102,102
CCCCCCCCCCCCNC(=S)N/N=C/c1ccc([N+](=O)[O-])cc1,84,93,64,102,99,96,91,113,94
Cc1c(O)c(=O)ccn1C,100,104,114,94,101,104,100,104,79
COc1cc2c(c(OC)c1OC)CCC(c1cccc(C(=O)NC(C)C)c1)O2 (stereo unspecified),96,84,98,96,93,96,97,94,83
CC1(c2ccccc2)OC1C(=O)O (stereo unspecified),101,104,107,98,94,106,94,115,98
C#CCOC1CCCCC1O (stereo unspecified),88,100,104,106,100,100,100,113,115
N#CC(c1ccccc1)(c1ccccc1)c1ccccc1,81,85,88,95,93,103,106,117,76
CC(N1CCN(C)CC1)C(O)(c1ccccc1)c1ccccc1 (stereo unspecified),102,79,106,108,99,105,102,103,85
C/C(=C1\SC(=O)NC1=O)c1ccc(N)cc1,102,89,103,100,99,102,101,.,92
CNC(=O)OCc1nc(SC2CCCCO2)n(C)c1COC(=O)NC (stereo unspecified),97,98,100,100,99,108,97,108,100
CCOC(=O)c1cc(C(=O)c2cc(OC)c(OC)c(OC)c2)n2c1ccc1ccccc12,26,65,15,43,50,26,18,-6.6*,2.8*
NC1=NC2(CCCC2)N=C(Nc2ccc(S(N)(=O)=O)cc2)N1,99,102,104,99,104,103,102,106,99
CCc1nc(N)nc(-c2nc(N)nc(CC)c2C)c1C,97,99,112,106,102,104,104,109,101
CC(=O)Nc1ccc(C(C)(C)c2ccccc2)cc1,88,97,105,97,93,106,81,117,77
COc1cc(NC(=O)c2cccc(-n3cc(-c4ccc(NC(C)=O)nc4)nn3)c2)cc(OC)c1OC,98,110,107,118,94,95,105,102,95
COc1ccc(/C=N/N=C(N)N)cc1S(=O)(=O)O,102,107,109,83,96,114,.,105,101

# Some entries already given, limited to NCI-H226, NCI-H322M and HCT-116:
canonical_smiles | NCI-H226 | NCI-H322M | HCT-116
COc1ccc(/C=N/C2=C(C#N)C(c3ccccc3)c3c(ccc4ccccc34)O2)cc1 (stereo unspecified) | 34 | 41 | 25
COc1ccc(CC(C#N)Cc2ccc(OC)c(OC)c2)cc1OC | 89 | 99 | 95
O=C(O)/C(=C/c1cccc([N+](=O)[O-])c1)c1ccc(Cl)cc1 | 101 | 117 | 106

# Single records (already shown). Screens in order: HCT-116 | NCI-H226 | NCI-H460 | NCI-H322M | NCI-H23 | HCT-15 | NCI/ADR-RES | COLO 205 | NCI-H522
# Results for `O=C1NC(=O)C(c2c[nH]c3ccccc23)=C1c1cccc2ccccc12` : 102 | 85 | 102 | 104 | 94 | 95 | 101 | 104 | 94
# Results for `CC(=O)Nc1ccc(C(C)(C)c2ccccc2)cc1` : 88 | 97 | 105 | 97 | 93 | 106 | 81 | 117 | 77

# Continuation:
SMILES,HCT-116,NCI-H226,NCI-H460,NCI-H322M,NCI-H23,HCT-15,NCI/ADR-RES,COLO 205,NCI-H522
COc1ccc(C2N=C(SCC(=O)Nc3ccc(S(=O)(=O)Nc4cc(C)on4)cc3)NC(C)=C2C(C)=O)cc1 (stereo unspecified),106,111,108,107,103,102,103,121,100
CCOC(=O)c1ccc(NC(=O)c2nc(-c3cc(OC)c(OC)c(OC)c3)n(-c3ccc(Cl)cc3)n2)cc1,88,91,97,81,91,93,91,104,67
O=C(O)CC(Br)Br,96,98,110,106,112,99,110,108,.
CCOC(=O)c1cc(-c2ccccc2)nc(N)n1,104,90,104,99,100,95,100,114,96
COc1ccc2c(=O)c(C)c(C(=O)N[C@@H](Cc3ccccc3)C(=O)C(N)=O)oc2c1,99,107,106,104,99,94,103,114,97
Cc1cccc(OCC(O)CN2CCN(c3ccc(Cl)cc3)CC2)c1 (stereo unspecified),87,112,108,125,95,117,102,97,109
CC(=O)c1ccc(N/C=C2\C(=O)c3ccccc3OC2O)cc1 (stereo unspecified),96,96,115,110,101,79,102,106,.
Oc1ccc(CSc2nnc(-c3ccc(Oc4ccccc4)cc3)n2-c2ccccc2)c2cccnc12,14,19,0.3*,18,21,11,6.3*,28,15
COc1ccc(Cn2cc(C#N)c(N)c2C(=O)c2ccc(Br)cc2)cc1,77,99,86,98,.,59,93,112,92
NS(=O)(=O)c1ccc(CCn2c(-c3ccc(O)cc3)nc(-c3ccccc3)c2-c2ccccc2)cc1,105,103,110,97,97,103,108,109,100
O=C1/C(=C/c2ccc(OCCCc3ccccc3)cc2)N=C2SCCCN12,87,92,104,98,80,89,92,102,76

# Assay outcomes as filed in PubChem.
